Source: PubChem BioAssay
S1P2 antag – blocks the human S1P2 receptor; inhibition, % at 5 µM; AID 736; 97,000 compounds, 0.21% hits; cell-based S1P2 antagonist assay, inhibition at 5 uM; O95136; in the data active = inhibition above about 45%;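 note: CRE beta-lactamase reporter cells expressing human S1P2 stimulated with S1P; 0% = agonist at EC80 alone and 100% = agonist plus reference antagonist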
Target sequence (O95136 whole entry, looked up): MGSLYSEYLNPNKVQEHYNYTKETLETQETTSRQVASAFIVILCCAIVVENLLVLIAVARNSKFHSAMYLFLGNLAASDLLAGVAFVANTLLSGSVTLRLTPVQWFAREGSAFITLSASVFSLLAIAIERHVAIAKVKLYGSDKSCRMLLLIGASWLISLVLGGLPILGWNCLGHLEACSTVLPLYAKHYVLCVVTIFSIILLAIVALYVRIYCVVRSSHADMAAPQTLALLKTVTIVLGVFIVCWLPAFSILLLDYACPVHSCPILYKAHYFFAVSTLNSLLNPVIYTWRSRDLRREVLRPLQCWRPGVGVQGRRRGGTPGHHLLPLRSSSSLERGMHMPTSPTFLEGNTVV
H69AR growth 86K – growth inhibitors of human H69AR lung tumor cells; H69AR lung tumor viability, ATP luminescence, 72 h; stronger effect = lower value; viability, % at 10 µM; 85,000 compounds, 6% hits; AID 598;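 active = viability at or below 40%; inactive = viability above 40%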;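 note: multidrug resistant small cell line overexpressing MRP-1 efflux transporter; 100% = mean luminescence of untreated control wells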
HUVEC inhibit – human endothelial cell proliferation inhibition; HUVEC proliferation, CellTiter-Glo luminescence, 72 h; stronger effect = lower value; viability, % at 10 µM (by protocol); 86,000 compounds, 1.1% hits; AID 648;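 active = viability at or below 30%; inactive = viability above 30%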;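 note: 100% = median luminescence of DMSO-only cell control wells on each plate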
DAT uptake mod – modulates human dopamine transporter uptake under cocaine; Q01959; LLC-PK1 hDAT cells, [14C]-dopamine uptake with cocaine IC80; actives deviate in either direction; B-score at 10 µM; 110,000 compounds, 1.3% hits; AID 449768;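 active = Z score or B-score, a plate-position-corrected score, falls beyond the plate's 99.7% confidence bounds, in either direction; inactive = both scores lie inside the 99.7% bounds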;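 note: scored against the spread of the other compound wells on the same plate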
Target sequence (Q01959 whole entry, looked up): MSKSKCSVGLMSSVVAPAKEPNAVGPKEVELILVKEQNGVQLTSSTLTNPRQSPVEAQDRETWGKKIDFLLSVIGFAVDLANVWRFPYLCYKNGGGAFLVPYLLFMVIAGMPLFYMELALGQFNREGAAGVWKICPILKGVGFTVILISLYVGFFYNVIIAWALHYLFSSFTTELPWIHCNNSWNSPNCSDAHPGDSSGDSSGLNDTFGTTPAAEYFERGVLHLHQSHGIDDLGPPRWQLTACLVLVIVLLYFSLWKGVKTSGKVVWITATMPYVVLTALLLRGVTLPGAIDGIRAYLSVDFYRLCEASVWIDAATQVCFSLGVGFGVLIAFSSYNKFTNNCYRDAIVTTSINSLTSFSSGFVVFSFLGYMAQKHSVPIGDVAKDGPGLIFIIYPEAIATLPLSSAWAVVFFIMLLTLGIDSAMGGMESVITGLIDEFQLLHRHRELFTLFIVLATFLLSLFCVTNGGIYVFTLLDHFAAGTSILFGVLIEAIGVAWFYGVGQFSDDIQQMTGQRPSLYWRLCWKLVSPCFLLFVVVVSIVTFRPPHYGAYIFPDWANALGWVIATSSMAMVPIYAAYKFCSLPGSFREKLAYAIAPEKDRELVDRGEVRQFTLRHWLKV
S1P2 agonist – S1P2 (human) receptor agonism. 97,000 compounds, 0.46% hits. activation, % at 4.5 µM. S1P2-expressing cell line, agonist reporter read-out; in the data active = activation above about 16%;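 note: 0% = vehicle low control and 100% = maximal reference agonist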
PostGolgi ctrl – yeast control strain growth, post-Golgi counter-screen | inhibition, % at 10 µM | efflux-deficient yeast background strain, growth absorbance A615, 16 h | 98,000 compounds, 5% hits
Lung fibro prol – blocks proliferation of human lung fibroblasts. LL 47 human lung fibroblast viability, ATP luminescence; stronger effect = lower value. viability, % at 10 µM. 85,000 compounds, 1.1% hits;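 active = viability at or below 50% in the single dose screen; inactive = viability above 50%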;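 note: compound exposure lasted 72 h before the ATP readout; 100% = median luminescence of untreated cell-only wells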
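Material: human LL 47 lung fibroblast cells; quantity: 1,150 cells/well; medium: IMEM plus 15% FBS; doses: 0.1% DMSO in all compound wells; timing: overnight attachment after seeding, then 72 h compound exposure at 37 °C; detection: CellTiter-Glo luminescence; measure: % viability of median cell-only signal; controls: cell-only wells, no compound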
E coli WT exp – growth inhibitors of E. coli BW25113 wild type; 98,000 compounds, 0.15% hits; OD600 absorbance; AID 710; growth inhibition, % at 100 µM;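 active = growth inhibition above about 50% at one test dose, limit read from the data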;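 note: growth measured after 20 h incubation at 37 °C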
PostGolgi yeast – growth inhibition of a yeast mutant, post-Golgi transport screen; 98,000 compounds, 0.9% hits; post-Golgi transport phenotypic cell assay; inhibition, % at 10 µM;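 note: yeast cells grown in 1536-well plates; yeast grown about 18 h at 30C before absorbance read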
An asterisk follows results filed as active. Cut-off read from the data, not from the text of the source, unless noted: active = inhibition above about 30%; inactive = the rest.

`O=C(CCN1C(=O)C2CC=C(Cl)CC2C1=O)NCc1ccco1` (configuration not stated) gave S1P2 antag 6, H69AR growth 86K 94, HUVEC inhibit 101, DAT uptake mod 0.75, S1P2 agonist -2, PostGolgi ctrl 2, Lung fibro prol 99, E coli WT exp -10 and PostGolgi yeast 4.
`c1ccc(C(Cc2nc(-c3ccccn3)no2)c2ccccc2)cc1` gave S1P2 antag 13, H69AR growth 86K 88, HUVEC inhibit 114, DAT uptake mod -0.073, S1P2 agonist -9, PostGolgi ctrl 25, Lung fibro prol 94, E coli WT exp 1 and PostGolgi yeast -6.
COC(=O)c1ccc(S(=O)(=O)NCCSc2nnc3c4ccccc4n(C)c3n2)cc1 was read as H69AR growth 86K 66, HUVEC inhibit 94, DAT uptake mod 0.12, PostGolgi ctrl 21, Lung fibro prol 98, E coli WT exp 4 and PostGolgi yeast 2.
CN(NC(=O)c1cccc(Cl)c1)c1nc(-c2ccccc2)nnc1C(F)(F)F was read as S1P2 antag 17, DAT uptake mod 0.34, S1P2 agonist -9, PostGolgi ctrl 9, E coli WT exp -12 and PostGolgi yeast 0.
Screening COc1ccccc1-c1noc(-c2ccccc2C(=O)Nc2ccccc2)n1 returned S1P2 antag -2, H69AR growth 86K 88, HUVEC inhibit 84, DAT uptake mod 0.8, S1P2 agonist -8, PostGolgi ctrl 27, Lung fibro prol 89, E coli WT exp -22 and PostGolgi yeast 7.
`C=C(C)c1cccc(C(C)(C)NC(=O)NCCCN2CCCC2=O)c1` gave S1P2 antag 3, H69AR growth 86K 76, HUVEC inhibit 95, DAT uptake mod -0.032, S1P2 agonist -1, PostGolgi ctrl 4, Lung fibro prol 98, E coli WT exp 5 and PostGolgi yeast -6.
For CCCC(c1nnnn1Cc1ccco1)N1CCN(C(=O)c2ccco2)CC1 (configuration not stated) the results were S1P2 antag 11, H69AR growth 86K 101, HUVEC inhibit 101, DAT uptake mod -0.5, S1P2 agonist -1, PostGolgi ctrl -10, Lung fibro prol 110, E coli WT exp -2 and PostGolgi yeast 0.
`C=CCCCCCCCCC(=O)NNC1=CC(=O)CC(C)(C)C1` gave S1P2 antag -8, H69AR growth 86K 95, HUVEC inhibit 95, DAT uptake mod 1.1, S1P2 agonist -2, PostGolgi ctrl 12, Lung fibro prol 96, E coli WT exp -3 and PostGolgi yeast -3.
CC1CCCC(NC(=O)COC(=O)c2cc(S(=O)(=O)N3CCCCC3)ccc2N2CCOCC2)C1C (configuration not stated) was read as S1P2 antag 15, DAT uptake mod -1.9, S1P2 agonist -7, PostGolgi ctrl 12, E coli WT exp 6 and PostGolgi yeast 12.
Screening O=C(O)c1ccc(Cl)c2c1C1C=CCC1C(c1ccccn1)N2 (configuration not stated) returned S1P2 antag -1, H69AR growth 86K 95, HUVEC inhibit 96, DAT uptake mod -0.41, S1P2 agonist -3, PostGolgi ctrl -10, Lung fibro prol 102, E coli WT exp 2 and PostGolgi yeast -5.
`Cn1c(SCC(N)=O)nnc1-c1ccccc1` gave S1P2 antag 5, H69AR growth 86K 90, HUVEC inhibit 96, DAT uptake mod -1.1, S1P2 agonist -3, PostGolgi ctrl -1, Lung fibro prol 122, E coli WT exp -3 and PostGolgi yeast -4.
Cc1ccc(C)c(S(=O)(=O)Nc2ccccc2C(=O)Nc2cc(C)on2)c1 was read as H69AR growth 86K 70, HUVEC inhibit 67, DAT uptake mod 0.018, PostGolgi ctrl 26, Lung fibro prol 99, E coli WT exp -4 and PostGolgi yeast 5.
`CCc1cccc(NS(=O)(=O)c2c(C)n[nH]c2C)c1` gave S1P2 antag -1, H69AR growth 86K 98, HUVEC inhibit 82, DAT uptake mod -0.14, S1P2 agonist -3, PostGolgi ctrl 14, Lung fibro prol 99, E coli WT exp -10 and PostGolgi yeast 6.
For CCn1c(C(O)c2ccccc2)nc2ccccc21 (configuration not stated) the results were S1P2 antag -4, H69AR growth 86K 101, HUVEC inhibit 90, DAT uptake mod 0.2, S1P2 agonist -13, PostGolgi ctrl 4, Lung fibro prol 94, E coli WT exp 7 and PostGolgi yeast 1.
Screening COCCCNC(=O)C1CC(=O)N(c2ccc(C)cc2)C1 (configuration not stated) returned S1P2 antag 14, H69AR growth 86K 92, HUVEC inhibit 85, DAT uptake mod -0.87, S1P2 agonist 0, PostGolgi ctrl 7, Lung fibro prol 103, E coli WT exp 6 and PostGolgi yeast -10.
`O=C(NC1CCCCC1)C1CC(=O)N(c2ccc(Cl)cc2)C1` (configuration not stated) gave S1P2 antag 10, H69AR growth 86K 98, HUVEC inhibit 96, DAT uptake mod -0.4, S1P2 agonist -9, PostGolgi ctrl 14, Lung fibro prol 104, E coli WT exp -4 and PostGolgi yeast 10.
For Cc1ccc(-c2cc(C(=O)NCc3cccs3)no2)cc1 the results were S1P2 antag -8, H69AR growth 86K 98, HUVEC inhibit 103, DAT uptake mod -0.079, S1P2 agonist 1, PostGolgi ctrl -3, Lung fibro prol 102, E coli WT exp -14 and PostGolgi yeast 1.
`Cc1c(C(=O)N2CCCc3ccccc32)oc2ccc(S(=O)(=O)N3CCOCC3)cc12` gave S1P2 antag -9, H69AR growth 86K 59, HUVEC inhibit 95, DAT uptake mod 1.3, S1P2 agonist -7, PostGolgi ctrl 14, Lung fibro prol 62, E coli WT exp -4 and PostGolgi yeast 3.
Screening O=C(COC(=O)CCC(=O)c1ccc(Cl)cc1)NCC1CCCO1 (configuration not stated) returned S1P2 antag -12, H69AR growth 86K 91, HUVEC inhibit 98, DAT uptake mod 1.1, S1P2 agonist -3, PostGolgi ctrl 7, Lung fibro prol 102, E coli WT exp 4 and PostGolgi yeast -2.
Screening CCCC(=O)Nc1ccc(Br)cn1 returned S1P2 antag -8, H69AR growth 86K 109, HUVEC inhibit 91, DAT uptake mod 0.0014, S1P2 agonist -3, PostGolgi ctrl 0, Lung fibro prol 96, E coli WT exp 9 and PostGolgi yeast 0.
`O=C(Nc1ccc(Br)cc1)c1ccco1` gave S1P2 antag 12, H69AR growth 86K 105, HUVEC inhibit 100, DAT uptake mod 0.92, S1P2 agonist -5, PostGolgi ctrl 5, Lung fibro prol 104, E coli WT exp 29 and PostGolgi yeast 18.
Screening Cc1ccc(NC(=O)Cn2cccc2)c(C)c1 returned S1P2 antag -24, H69AR growth 86K 100, HUVEC inhibit 93, DAT uptake mod -0.18, S1P2 agonist 1, PostGolgi ctrl -4, Lung fibro prol 97, E coli WT exp -10 and PostGolgi yeast 16.
`Cc1ccc(-c2nc(CSCC(=O)N3CCN(C(=O)c4ccco4)CC3)c(C)o2)cc1` gave S1P2 antag -5, H69AR growth 86K 71, HUVEC inhibit 99, DAT uptake mod -0.29, S1P2 agonist -6, PostGolgi ctrl 14, Lung fibro prol 99, E coli WT exp -2 and PostGolgi yeast -12.
Screening O=C(NCc1ccncc1)c1cccc(F)c1 returned H69AR growth 86K 93, HUVEC inhibit 89, DAT uptake mod -0.043, PostGolgi ctrl 22, Lung fibro prol 99, E coli WT exp 9 and PostGolgi yeast 15.
`CCCOc1ccc(CC(CC(=O)O)(C(=O)O)C(=O)O)cc1` gave S1P2 antag -6, H69AR growth 86K 90, HUVEC inhibit 92, DAT uptake mod 1.1, S1P2 agonist -2, PostGolgi ctrl 7, Lung fibro prol 100, E coli WT exp -7 and PostGolgi yeast -3.
Screening O=C(Nc1cccc(O)c1)c1noc2c1CCCCC2 returned S1P2 antag -21, H69AR growth 86K 62, HUVEC inhibit 80, DAT uptake mod 1, S1P2 agonist -2, PostGolgi ctrl 6, Lung fibro prol 87, E coli WT exp 2 and PostGolgi yeast -4.
For Cc1ccc(NC(=O)COC(=O)c2ccc3c(c2)NC(=O)C2CCCN32)cc1C (configuration not stated) the results were S1P2 antag -4, H69AR growth 86K 106, HUVEC inhibit 70, S1P2 agonist -3, PostGolgi ctrl -2, Lung fibro prol 94, E coli WT exp -4 and PostGolgi yeast 11.
For CC1CCN(S(=O)(=O)c2cccc(C(=O)N(C)C3CCS(=O)(=O)C3)c2)CC1 (configuration not stated) the results were S1P2 antag -6, H69AR growth 86K 98, HUVEC inhibit 88, DAT uptake mod -0.76, S1P2 agonist -2, PostGolgi ctrl -5, Lung fibro prol 97, E coli WT exp 5 and PostGolgi yeast 7.
Screening N=c1sccn1CC(=O)NCCc1ccc(Cl)cc1 returned S1P2 antag -17, H69AR growth 86K 92, HUVEC inhibit 81, DAT uptake mod 0.26, S1P2 agonist -5, PostGolgi ctrl 3, Lung fibro prol 98, E coli WT exp 18 and PostGolgi yeast -14.
For CCCCn1c(CCC(=O)O)nc2c1c(=O)[nH]c(=O)n2CCC the results were S1P2 antag -1, DAT uptake mod 0.71, S1P2 agonist -7, PostGolgi ctrl 2, E coli WT exp 2 and PostGolgi yeast 17.
`Cc1[nH]c2ccc(C(=O)OCCN(C)C)cc2c1C` gave S1P2 antag 8, H69AR growth 86K 95, HUVEC inhibit 98, DAT uptake mod -0.45, S1P2 agonist 1, PostGolgi ctrl 8, Lung fibro prol 96, E coli WT exp 7 and PostGolgi yeast 3.
For O=Cc1cn(CC(=O)N2CCOCC2)c2ccccc12 the results were S1P2 antag -2, H69AR growth 86K 96, HUVEC inhibit 92, DAT uptake mod 0.38, S1P2 agonist -6 and Lung fibro prol 96.
Screening COC(=O)c1cc(NC2c3ncccc3C(=O)N2Cc2ccccc2)cc(C(=O)OC)c1 (configuration not stated) returned S1P2 antag -11, H69AR growth 86K 89, HUVEC inhibit 96, DAT uptake mod -0.19, S1P2 agonist 0, PostGolgi ctrl 2, Lung fibro prol 92, E coli WT exp -3 and PostGolgi yeast 10.
For CCOc1ccc(NC(=O)N2CCC(C(=O)c3ccc(F)cc3)CC2)cc1 the results were S1P2 antag 17, H69AR growth 86K 89, HUVEC inhibit 98, DAT uptake mod -0.53, S1P2 agonist -2, PostGolgi ctrl -2, Lung fibro prol 105, E coli WT exp -1 and PostGolgi yeast -6.
Screening O=C(/C=C/c1cccc([N+](=O)[O-])c1)NCCSc1ccccc1 returned S1P2 antag 24, DAT uptake mod 0.77, S1P2 agonist -4, PostGolgi ctrl 10, E coli WT exp 13 and PostGolgi yeast -7.
Screening COc1ccc(C2C(C#N)=C(N)Oc3cc(C)n(Cc4ccncc4)c(=O)c32)cc1 (configuration not stated) returned S1P2 antag 8, H69AR growth 86K 92, HUVEC inhibit 98, DAT uptake mod -0.32, S1P2 agonist -8, PostGolgi ctrl 8, Lung fibro prol 92, E coli WT exp -1 and PostGolgi yeast -4.
For COc1ccc(-n2c(=S)[nH]c3cc(C(=O)NCCCN4CCCC4=O)ccc3c2=O)cc1OC the results were S1P2 antag -12, H69AR growth 86K 98, HUVEC inhibit 97, DAT uptake mod -1.5, S1P2 agonist -2, PostGolgi ctrl 13, Lung fibro prol 106, E coli WT exp -9 and PostGolgi yeast -4.
For O=C(COC(=O)c1cc(S(=O)(=O)N2CCCCC2)ccc1N1CCOCC1)NC1CCCCC1 the results were S1P2 antag -1, H69AR growth 86K 90, HUVEC inhibit 82, DAT uptake mod 2.3, S1P2 agonist -5, PostGolgi ctrl -3, Lung fibro prol 91, E coli WT exp 6 and PostGolgi yeast -5.

Compounds from the list above that contain a COOH group:
Screening O=C(O)c1ccc(Cl)c2c1C1C=CCC1C(c1ccccn1)N2 (configuration not stated) returned S1P2 antag -1, H69AR growth 86K 95, HUVEC inhibit 96, DAT uptake mod -0.41, S1P2 agonist -3, PostGolgi ctrl -10, Lung fibro prol 102, E coli WT exp 2 and PostGolgi yeast -5.
`CCCOc1ccc(CC(CC(=O)O)(C(=O)O)C(=O)O)cc1` gave S1P2 antag -6, H69AR growth 86K 90, HUVEC inhibit 92, DAT uptake mod 1.1, S1P2 agonist -2, PostGolgi ctrl 7, Lung fibro prol 100, E coli WT exp -7 and PostGolgi yeast -3.
For CCCCn1c(CCC(=O)O)nc2c1c(=O)[nH]c(=O)n2CCC the results were S1P2 antag -1, DAT uptake mod 0.71, S1P2 agonist -7, PostGolgi ctrl 2, E coli WT exp 2 and PostGolgi yeast 17.
